# Assay outcomes from PubChem.
# DT40 TDP1 no CPT = qHTS for Inhibitors of human tyrosyl-DNA phosphodiesterase 1 (TDP1): qHTS in cells in absence of CPT; DT40 Tdp1-/- hTDP1 cells, no CPT, ATP luminescence, 48 h; Potency, µM (highest dose often 46.2 µM), for the others: top-dose activity change, negative = growth inhibition, most hits filed as inhibitors; 420,000 compounds, 15% hits; AID 686978, 2013; active = well fitted inhibition curve with a large enough effect; inconclusive = small, poorly fitted or top-dose-only effect; also: nearly all actives have a fitted effect of over 55% in size
#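 A cellular qHTS used chicken DT40 cells lacking endogenous Tdp1 but carrying stably transfected human TDP1. Compounds were applied without camptothecin, and cell growth kinetics were judged by ATP-dependent luminescence after ≥48 hr.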
# Starred values were filed as active, the others as inactive; ? = inconclusive; & = joins results of further samples. % is scaled to controls: 0 for no effect and ±100 for the full control effect; potency is read from the fitted curve at half-maximal effect.
SMILES,DT40 TDP1 no CPT
Cc1cc(N2CCN(C(C(=O)NC3CCCC3)C(C)(C)C)CC2)c2ccccc2n1 (centres undefined),12µM*
O=C1CCCCCCCCCC/C(=N\O)CCCO1,?
O=C(NCCO)OC1CC2CC1[C@H]1CCCCN1C2=O (some centres undefined),2%
CC(C)Oc1ccc(F)cc1-c1cc(C(=O)NC2CCCCC2)[nH]n1,15µM*
COC(=O)C[C@@H]1C=C[C@@H](NC(=O)c2ccccc2F)[C@@H](CO)O1,11%
O=C(NNC(=O)c1ccncc1)Nc1cc(Cl)ccc1Cl,-13%
CCOC(=O)C1(C)CCN1C(=O)c1ccc(C(C)(C)C)cc1 (centres undefined),21µM*
Cc1cccc(C)c1NC(=O)C1C(c2ccc3c(c2)OCO3)=Nc2ccccc2N1C(=O)c1ccccc1 (centres undefined),1.5µM*
COc1ccc(CN2C(=O)CCC2(C)c2nnnn2C2CCCCC2)cc1 (centres undefined),?
CC(C)(C)NC(=O)C1(C)CCC(=O)N1C1CCN(Cc2ccccc2)CC1 (centres undefined),-4%
COCCN(Cc1ccc(OC)cc1)c1c(C)nc2ccc(C(=O)Nc3ccc(NC(C)=O)cc3)cn12,?
CCS(=O)(=O)Nc1cc(C(=O)N[C@H]2CCCCNC2=O)c2c(c1)nc(-c1ccccc1)n2C,-10%
COc1ccc(CNC(=O)c2cnn(-c3nccc(-c4ccco4)n3)c2C)cc1OC,-15%
COCc1cccc(-c2csc(C(C)(O)c3cccc(F)c3)n2)c1 (centres undefined),?
C[C@H]1CN([C@@H](C)CO)C(=O)CCCn2nncc2CO[C@@H]1CN(C)S(=O)(=O)c1cccc(C#N)c1,4%
O=[N+]([O-])c1ccccc1N=Nc1c(O)[nH]c2ccc(F)cc12,10%
CCN(CC)C(=O)C1=C(C)N(CCCN2CCCC2=O)C(=O)C(CC(=O)NC2CC2)C1 (centres undefined),1%
O=C(Nc1ccc2c(c1)OCCO2)C(c1ccnc2ccccc12)N1CCN(C/C=C/c2ccccc2)CC1 (centres undefined),23µM*
CC(C)n1ncc2c(C(=O)N3CCN(Cc4cccs4)CC3)cc(C3CC3)nc21,26µM*
CCc1ccc(C(O)c2ncc(-c3ccc(C(F)(F)F)cc3)[nH]2)cc1 (centres undefined),?
COc1ccc(-c2cc(C(=O)NCC3CCCCC3)[nH]n2)c(C)c1,?
N#Cc1c(-c2ccc(Cl)cc2)c(-c2ccc(Cl)cc2)nn(CCOC(=O)CCC(=O)O)c1=O,?
CCNC(=O)C1(C)CCCN(C(=O)c2nc3ccccc3s2)C1 (centres undefined),-7%
CCc1nc2ccc(C(=O)NCCCN(C)C)cn2c1N(C)Cc1ccc(OC)cc1,?
CCCCC[C@@H](C)N1C[C@H](COCc2ccccc2)Oc2cc(N3CCC[C@@H]3COC)ccc2S1(=O)=O,15µM*
CC(C)(C)OC(=O)N(CCc1ccccc1)Cc1ccc(OCc2cccc(NC(=O)C3CCC3)c2)cc1,15µM*
O=[N+]([O-])c1ccc(C2=CSC3=NCCN23)cc1,-7%
CC1(C(=O)NS(=O)(=O)c2ccc(Cl)cc2)CCN1C(=O)c1ccco1 (centres undefined),-7%
CCN(CC)c1ccc(/C=C2\C=Cc3ccccc32)cc1,18µM*
COc1ccc(CNC(=O)CCNC(=O)C2CCN(S(=O)(=O)c3ccc(OC)cc3)CC2)cc1,-25%
CC(C)Oc1ccc(S(=O)(=O)N2CCOCC2)cc1NC(=O)CC1CC2CCC1C2 (centres undefined),?
COc1ccc(OC)c(C2C(C(=O)c3ccc(C)o3)=C(O)C(=O)N2CCCN2CCOCC2)c1 (centres undefined),3%
Cc1ccc(S(=O)(=O)N2[C@@H](c3cccc(Cl)c3)C(C(=O)OC(C)(C)C)=CC[C@H]2c2ccc(C(C)C)cc2)cc1,15µM*
CO/N=C(\C(=O)N[C@@H]1C(=O)N2C(C(=O)O)=C(CSc3nc(C)c(CC(=O)O)s3)CS[C@H]12)c1csc(N)n1,-14%
CCOP(=O)(OCC)C(C#N)=C1SCN(c2ccccc2)CS1,?
COc1ccc(C(C#N)CC(=O)c2ccc3c(c2)OCO3)cc1OC (centres undefined),-24%
CN1CC[C@@H]2C(=O)N3CCc4ccc(-c5ccc6c(c5)OCO6)cc4[C@@H]3C[C@@H]21,?
Cc1ccc2cccc(OC(=O)c3c(F)cccc3Cl)c2n1,-14%
O=c1[nH]c(=S)[nH]c2c1[C@H](CCc1cccc(Cl)c1)O[C@H](C1CC1)C2,-13%
Cc1cccc(CN2[C@H](COCc3ccccc3)C=CS2(=O)=O)c1,?
C#CCOCCOCCOCCNc1nc(N2CCN(C(=O)Cn3cc(CCO)nn3)CC2)nc(N2CCN(C(=O)[C@H](CCCCN)n3cc(CC(C)O)nn3)CC2)n1 (some centres undefined),15%
CC(=O)C[C@H]1SC[C@@H](C(C)C)N1S(=O)(=O)c1ccc(C)cc1,13µM*
O=C(CC[C@H]1O[C@@H](n2cnc3c(NC(=O)c4ccccc4)ncnc32)[C@H](O)[C@@H]1O)NCc1ccc(OC(F)(F)F)cc1,-30%
COc1ccc(C(=O)Nc2ccc(S(=O)(=O)N3CCc4ccccc43)cc2)cc1,23µM*
COC(=O)c1ccccc1Oc1cc(C(F)(F)F)nc(-c2ccccn2)n1,?
CCCS(=O)(=O)NC(=O)C1(C)CCCN(C(=O)c2oc3ccccc3c2C)C1 (centres undefined),-2%
CCCCCc1c(-c2ccccc2)ncn1CCc1ccccc1OC,15µM*
CCCC#Cc1ccc2c(c1)O[C@H](CN(C)C(=O)CC1CC1)[C@H](C)CN([C@@H](C)CO)S2(=O)=O,18µM*
CCN(C)c1ccc(/C=C/c2ccnc3ccccc23)cc1,11µM*
c1csc(CCCN2CCCCC2)c1,1%
# Next part
SMILES,DT40 TDP1 no CPT
CCn1c(-c2ccccc2F)nc2cc(NC(C)=O)cc(C(=O)N3CCC[C@H]3C(=O)OC)c21,-3%
C[C@H](CO)N1C[C@H](C)[C@H](CN(C)C(=O)NC2CCCCC2)Oc2cc(-c3cccnc3)ccc2S1(=O)=O,?
Nc1ccn([C@@H]2O[C@H](C(=O)Nc3ccc(Oc4ccccc4)nc3)[C@@H](O)[C@H]2O)c(=O)n1,12%
CCCS(=O)(=O)NC(=O)C1(C)CCN(C(=O)c2ccccc2F)C1 (centres undefined),-11%
COC(=O)C[C@H]1CC[C@@H](NC(=O)Nc2ccc3c(c2)OCO3)[C@@H](CO)O1,4%
C[C@H](O)[C@@H]1C(=O)N2CCc3ccc(N4CCN(C)CC4)cc3[C@@H]2C[C@@H]1N(C)C(=O)c1ccco1,-16%
O=S(=O)(O)c1cc(O)c2ccc(Nc3ccccc3)cc2c1,-9%
COc1ccccc1Cc1c(-c2cccc(Cl)c2)nc2ccc(Br)cn12,21µM*
Cc1ccsc1C(=O)N1CCCC(C)(C(=O)NS(=O)(=O)C2CC2)C1 (centres undefined),?
COc1ccc(OC)c(C(O)c2ncc(-c3cccc(C(F)(F)F)c3)[nH]2)c1 (centres undefined),?
Cc1ccc(NC(=O)C(C)OC(=O)C2CC3CCCC(C2)C3=O)cc1S(=O)(=O)N1CCOCC1 (centres undefined),-3%
Cc1c(Cl)cccc1NC(=S)NCc1ccc(Cl)cc1,-25%
O=C(Nc1ccc2ccccc2c1)C(c1ccccc1)n1c(=O)c(-c2cc3ccccc3[nH]2)nc2ccccc21 (centres undefined),16µM*
Cc1nc(NC(=O)c2ccccc2)sc1-c1cc(C(=O)NCCO)nn1Cc1ccccc1,-16%
C[C@@H]1COc2cccc(N3CCC[C@H]3CO)c2S(=O)(=O)N1,-28%
Cc1c(C(=O)N2CCCC2)sc2ncnc(NCCCN3CCOCC3)c12,0%
O=C(O)C[C@H]1c2ccc(C(F)(F)F)cc2S(=O)(=O)N1Cc1ccccc1,-15%&3%
C[C@]12C=CC(=O)C=C1[C@@H](F)C[C@@H]1[C@@H]2[C@@H](O)C[C@@]2(C)[C@H]1CC[C@]2(O)C(=O)CO,?
CCCC(=O)N1CCCC1(C)C(=O)N(C)Cc1cccc2ccccc12 (centres undefined),?
COC(=O)c1cn(-c2nc3ccccc3s2)nn1,16µM*
CN(C)c1ccc(/C=C2\C=Cc3cc([N+](=O)[O-])ccc32)cc1,?
CCOc1ccc(-c2nnc3ccc(SCC(=O)N4CCN(c5ccccc5)CC4)nn23)cc1,?
CC1(Oc2cccc(F)c2)CCN(Cc2csc3ccccc23)C1 (centres undefined),?
COc1ccc(CN2CCCC(n3cc(C(=O)NC4CCCC4)nn3)C2)c2ccccc12 (centres undefined),-11%
C[C@H]1COC[C@@H](C/C=C/c2ccccc2)N1c1ccccc1,?
O=C1c2ccccc2C2N1CCCN2C(=O)c1sc2ccccc2c1Cl (centres undefined),16µM*
CCCCOC(=O)c1ccc(NC(=O)c2ccc(F)cc2F)cc1,?
COc1ccc(C2=Nc3ccccc3N(C(=O)c3ccc(C(F)(F)F)cc3)C2C(=O)Nc2ccc3c(c2)OCCO3)cc1 (centres undefined),-16%
COc1ccc(C2C(C)C(=O)C(C)C(c3ccc(OC)cc3)N2N=O)cc1 (centres undefined),?
Cc1ncc2c(c1CNC(=O)c1ccc3c(c1)OCO3)CCN(C(=O)c1cc3ccccc3n1C)C2,-17%
O=C(Nc1ccc2c(c1)Cc1cc([N+](=O)[O-])ccc1-2)C(F)(F)F,6.5µM*
CCOC(=O)[C@]12CCCC=C1N(Cc1ccccc1)C(=O)[C@H](CC(=O)NCc1cccc(C(F)(F)F)c1)C2,?
COc1ccc(OC)c(C(=O)c2coc3cc(Br)c(O)c(Br)c23)c1,?
O=C(CN(C(=O)c1ccc(Cl)cc1Cl)N1C(=O)C2C3C=CC(C3)C2C1=O)c1ccc(F)cc1 (centres undefined),1%
COCCc1ccc(OC2(C)CCN(Cc3cccn3-c3nccs3)C2)cc1 (centres undefined),?
CCCOc1ccc(F)cc1-c1cc(C(=O)NCc2cccc(C(F)(F)F)c2)[nH]n1,18µM*
Cc1nc(Br)c(Br)n1Cc1ccccc1,21µM*
COCC(Cc1ccccc1)NC(=O)Cn1cc(C)c(=O)[nH]c1=O (centres undefined),12%
CC(NCCCSc1ccccc1)C(O)c1ccc(O)cc1 (centres undefined),?
N#CC(=Nc1ccccc1)c1ccccc1,-11%
COc1ccc(CN2C(=O)C(CC(=O)NC3CCCCC3)CC(C(=O)N3CCOCC3)=C2C)cc1 (centres undefined),-5%
CC(=O)N(C)c1ccc(N2CCOCC2)c2c1C(=O)c1ccccc1C2=O,-1%
CCSc1cnn(-c2ccccc2)c(=O)c1Cl,?
CC(C)CNC(=O)C1(C)CCCN1C(=O)c1c(Cl)cccc1Cl (centres undefined),-23%
CCCCN(C=O)c1c(CC)nc2c(OCc3ccc(C(F)(F)F)cc3)cccn12,12µM*
CSC1(SC2=NCCN2)SC2(NCCN2)S1,13µM*
COC(=O)c1ccc(CNC(=O)/C=C/[C@H]2O[C@@H](n3cc(C)c(=O)[nH]c3=O)C[C@@H]2O)cc1,-1%
O=C(O)CSc1c(Cl)c(=O)oc2ccc(Cl)cc12,2%
CC(C)CNC(=O)c1ccc(-c2ccc(F)c(F)c2)c2ccoc12,18µM*
CC(=O)c1ccc(-c2cnc3c(NC=O)cc(-c4cnn(C)c4)cn23)cc1,23µM*
# The list continues.
SMILES,DT40 TDP1 no CPT
COc1ccc(OC(F)(F)F)cc1CC1(C)C(=O)Nc2ccc(S(=O)(=O)NC3CCCCC3)cc21 (centres undefined),?
COc1ccc(OC(=O)N(C)C[C@H]2OCc3cn(nn3)CCCC(=O)N([C@H](C)CO)C[C@@H]2C)cc1,-10%
CN(N=O)c1ccc(/C=C2\C=Cc3ccccc32)cc1,-28%
O=C(O)c1cccc(N2C(=O)C=CC2=O)c1,?
Cc1ccc(CN2CCc3nnc(C(NS(C)(=O)=O)C(C)C)n3CC2)cc1C (centres undefined),-1%
COCCN1C[C@@H](CO)O[C@@H](n2cnc3c(NCC(C)C)ncnc32)C1,-6%
CCCCC1(CC)SCC(=O)NC1=O (centres undefined),-16%
O=c1c2cc(F)ccc2sn1-c1ccccc1Cl,2.3µM*
Cc1nc2[nH]c(=S)[nH]c(=O)c2nc1C,-5%
CCCCn1nc(C(=O)N(C)Cc2nc3ccccc3c(=O)[nH]2)c2ccccc2c1=O,-29%
COc1cccc(C(=O)NC(C)c2nnc3n2CCN(CC=C(C)C)CC3)c1 (centres undefined),-19%
N#Cc1ccccc1S(=O)(=O)N1CCN(C(=O)c2cccc(S(=O)(=O)N3CCCC3)c2)CC1,-21%

# The list is partial; count on the stated rates, not on these rows.
